Screening data (PubChem BioAssay)
inhibitors of VEEV = inhibitors of VEEV TC-83 cytopathic effect, confirmation, Vero cells (AID 588727); actives 0.13% (n = 350,000); one-dose inhibition, % at 20 µM; IC50 in µM for titrated hits; Vero cells, VEEV TC-83 cytopathic effect inhibition; higher % means a stronger effect; in the data active = a potency from the dose series; inconclusive = inhibition mostly from about 14% at the one dose, without a potency; inactive = the rest, 99 in 100 with inhibition below about 12%; also: strong numbers were not always called active
H1N1 NS1A inhibition = H1N1 influenza NS1A inhibitors, functional cell based assay (AID 504329). one-dose inhibition, % at 12.5 µM; IC50 in µM for titrated hits. NS1A functional cell-based assay, percent inhibition; higher % means a stronger effect. actives 0.3% (n = 340,000); in the data active = a potency from the dose series; inconclusive = inhibition above about 27% without an active follow-up result; also: strong numbers were not always called active
PhoP GFP inhibition = PhoP regulon inhibitors, Salmonella typhi PhoP promoter GFP reporter, confirmatory (AID 1850); Salmonella Typhi PhoP-promoter GFP reporter, fluorescence, 4 h; higher % means a stronger effect; inhibition, % at 50 µM; hits with a dose series show IC50 in µM; actives 0.33% (n = 310,000); in the data active = a potency from the dose series; inconclusive = inhibition mostly from about 25% at the one dose, without a potency; inactive = the rest, 99 in 100 with inhibition below about 19%;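 also: 0% = induced wells with vehicle and 100% = uninduced wells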
tuberculosis growth = growth inhibition of non-replicating M. tuberculosis (AID 488890). Mycobacterium tuberculosis non-replicating, growth inhibition; higher % means a stronger effect. inhibition, % at 25 µM, or IC50 in µM where a hit was titrated. actives 0.39% (n = 320,000); in the data active = a potency from the dose series; inconclusive = inhibition mostly from about 82% at the one dose, without a potency; inactive = the rest, 99 in 100 with inhibition below about 76%;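 also: plate controls were DMSO cells for no effect and high antibiotic wells for full effect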
H37Rv inhibition = M. tuberculosis growth inhibition, HTS (AID 449762); inhibition, % at 25 µM, or IC50 in µM where a hit was titrated; actives 0.59% (n = 330,000); M. tuberculosis H37Rv growth inhibition, 7H9 media; higher % means a stronger effect; in the data active = a potency from the dose series; inconclusive = inhibition above about 70% without an active follow-up result;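 also: bacterial growth assessed after seven days of incubation; strong numbers were not always called active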
inhibitors of VEEV 10K pilot screen = also measured in inhibitors of VEEV; calls as there; inhibition, %; measured here: 10K pilot screen inhibition
Active calls of the source: *.

Sample of the layout (six entries):
For COc1ccc(S(=O)(=O)N(CCc2ccccc2)CC(=O)NCCCO)cc1 the results were inhibitors of VEEV 0.1%, H1N1 NS1A inhibition -6%, PhoP GFP inhibition -6%, tuberculosis growth -12% and H37Rv inhibition -5%.
Screening Cc1ccccc1C(=O)NC(=S)Nc1ccccc1[N+](=O)[O-] returned inhibitors of VEEV 5.6%, H1N1 NS1A inhibition -7%, PhoP GFP inhibition -1%, tuberculosis growth 0% and H37Rv inhibition 0%.
CC(Oc1ccc(-c2ccccc2)c(F)c1)c1ccn(S(=O)(=O)c2ccc(Cl)cc2)n1 (centres undefined) was read as inhibitors of VEEV 4.4%, H1N1 NS1A inhibition -4%, PhoP GFP inhibition -6%, tuberculosis growth 0% and H37Rv inhibition 14%.
Screening CCCCCCC(N)CC(=O)O (centres undefined) returned inhibitors of VEEV inactive and H1N1 NS1A inhibition 1%.
O=C(Nc1cccc(S(=O)(=O)N2CCOCC2)c1)c1cc2c(s1)CCC2 was read as inhibitors of VEEV inactive, H1N1 NS1A inhibition 1%, PhoP GFP inhibition -9%, tuberculosis growth 32% and H37Rv inhibition 10%.
`CCCc1nc2sc3ccccc3c(=O)c2c(=O)n1Cc1ccc(OC)cc1` gave inhibitors of VEEV 5.6%, PhoP GFP inhibition 4%, tuberculosis growth -2% and H37Rv inhibition 0%.

The whole of this part, from the first entry:
For COc1ccc(S(=O)(=O)N(CCc2ccccc2)CC(=O)NCCCO)cc1 the results were inhibitors of VEEV 0.1%, H1N1 NS1A inhibition -6%, PhoP GFP inhibition -6%, tuberculosis growth -12% and H37Rv inhibition -5%.
Screening Cc1ccccc1C(=O)NC(=S)Nc1ccccc1[N+](=O)[O-] returned inhibitors of VEEV 5.6%, H1N1 NS1A inhibition -7%, PhoP GFP inhibition -1%, tuberculosis growth 0% and H37Rv inhibition 0%.
CC(Oc1ccc(-c2ccccc2)c(F)c1)c1ccn(S(=O)(=O)c2ccc(Cl)cc2)n1 (centres undefined) was read as inhibitors of VEEV 4.4%, H1N1 NS1A inhibition -4%, PhoP GFP inhibition -6%, tuberculosis growth 0% and H37Rv inhibition 14%.
Screening CCCCCCC(N)CC(=O)O (centres undefined) returned inhibitors of VEEV inactive and H1N1 NS1A inhibition 1%.
O=C(Nc1cccc(S(=O)(=O)N2CCOCC2)c1)c1cc2c(s1)CCC2 was read as inhibitors of VEEV inactive, H1N1 NS1A inhibition 1%, PhoP GFP inhibition -9%, tuberculosis growth 32% and H37Rv inhibition 10%.
`CCCc1nc2sc3ccccc3c(=O)c2c(=O)n1Cc1ccc(OC)cc1` gave inhibitors of VEEV 5.6%, PhoP GFP inhibition 4%, tuberculosis growth -2% and H37Rv inhibition 0%.
`O=C(Nc1ccc(S(=O)(=O)NCCc2ccccc2)cc1)c1ccc(Br)o1` gave inhibitors of VEEV 3.2%, H1N1 NS1A inhibition 1%, PhoP GFP inhibition 1%, tuberculosis growth -4% and H37Rv inhibition 9%.
For N#C/C=C/N1CCN(Cc2ccc3c(c2)OCO3)CC1 the results were inhibitors of VEEV inactive, H1N1 NS1A inhibition -6%, PhoP GFP inhibition -4%, tuberculosis growth 4% and H37Rv inhibition -1%.
For Cc1cc(C(=O)OCC(=O)Nc2cccnc2Cl)c2ccccc2n1 the results were inhibitors of VEEV 0.1%, H1N1 NS1A inhibition 0%, PhoP GFP inhibition 4%, tuberculosis growth -6% and H37Rv inhibition 4%.
CCCn1c(CN2CCN(C(=O)c3ccco3)CC2)nc2cc(S(=O)(=O)N(C)C)ccc21 was read as inhibitors of VEEV 0.9% and H1N1 NS1A inhibition 7%.
`CCOC(=O)/C=C1\SC(C)C(=O)N1CC(=O)N(CCC#N)c1ccccc1` (centres undefined) gave inhibitors of VEEV 2.2%, H1N1 NS1A inhibition 3%, tuberculosis growth 15% and H37Rv inhibition -1%.
For CCCCn1c(N)c(N(CCOC)C(=O)c2cc3c(s2)CCC(C)C3)c(=O)[nH]c1=O (centres undefined) the results were inhibitors of VEEV 2.3%, H1N1 NS1A inhibition -13%, PhoP GFP inhibition 0%, tuberculosis growth 34% and H37Rv inhibition -2%.
For CC(=O)Nc1ccc(S(=O)(=O)Nc2ccc(S(=O)(=O)Nc3nccs3)cc2)cc1 the results were inhibitors of VEEV inactive, H1N1 NS1A inhibition 17%, PhoP GFP inhibition 11%, tuberculosis growth -2% and H37Rv inhibition -5%.
Screening O=C(O)c1cccc(CN2C(=O)c3ccccc3C2=O)c1 returned inhibitors of VEEV inactive, H1N1 NS1A inhibition -5%, PhoP GFP inhibition -7%, tuberculosis growth -11% and H37Rv inhibition 6%.
Screening O=C(COC(=O)c1ccc(F)c(S(=O)(=O)N2CCOCC2)c1)c1ccc(Cl)cc1 returned inhibitors of VEEV 0.4%, H1N1 NS1A inhibition -13%, tuberculosis growth 32% and H37Rv inhibition -8%.
CCOC(=O)c1cnc2c(C)cccc2c1NCc1ccco1 was read as inhibitors of VEEV inactive, H1N1 NS1A inhibition 4%, PhoP GFP inhibition -2%, tuberculosis growth 5% and H37Rv inhibition 12%.
O=C(Cn1nnc2ccccc21)N/N=C\C=C\c1ccccc1 was read as inhibitors of VEEV 1.9%, H1N1 NS1A inhibition 8%, PhoP GFP inhibition 1%, tuberculosis growth 16% and H37Rv inhibition -7%.
CCCCN1C(=O)C(O)=C(C(C)=O)C1c1ccc(OC)cc1OC (centres undefined) was read as inhibitors of VEEV inactive, H1N1 NS1A inhibition -9%, PhoP GFP inhibition 2%, tuberculosis growth 11% and H37Rv inhibition 7%.
`CCc1sc(C(=O)NCCc2ccc(S(N)(=O)=O)cc2)cc1Br` gave inhibitors of VEEV 6.5%, H1N1 NS1A inhibition 5%, PhoP GFP inhibition 3%, tuberculosis growth 0% and H37Rv inhibition 8%.
`CCOC(=O)N1CCN(C(=S)Nc2cc(S(=O)(=O)N3CCOCC3)ccc2Cl)CC1` gave inhibitors of VEEV inactive, H1N1 NS1A inhibition 2%, PhoP GFP inhibition -1%, tuberculosis growth 23% and H37Rv inhibition -11%.
Cc1ccc(N(C(=O)Cn2nnc3ccccc32)C(C(=O)NCc2ccco2)c2cccnc2)cc1 (centres undefined) was read as inhibitors of VEEV 2.5%, H1N1 NS1A inhibition -1%, PhoP GFP inhibition 8%, tuberculosis growth -7% and H37Rv inhibition -1%.
`S=C(NCC1CCCO1)N1CCN(c2ccc(Cl)c(Cl)c2)CC1` (centres undefined) gave inhibitors of VEEV 1.8%, H1N1 NS1A inhibition -7%, PhoP GFP inhibition 6%, tuberculosis growth 69% and H37Rv inhibition -4%.
Screening CCC(CC)=NNc1ccc(S(N)(=O)=O)cc1[N+](=O)[O-] returned inhibitors of VEEV inactive, H1N1 NS1A inhibition 20%, PhoP GFP inhibition 13%, tuberculosis growth -14% and H37Rv inhibition -9%.
`Cc1ccc2c(c1)c1c(n2CC(O)Cn2nc(C)c(Br)c2C)C(=O)CCC1` (centres undefined) gave inhibitors of VEEV inactive, H1N1 NS1A inhibition -1%, PhoP GFP inhibition -5%, tuberculosis growth -1% and H37Rv inhibition -2%.
`Cc1cc2ccccc2n2c(SCC(=O)Nc3ccc(S(=O)(=O)N4CCC(C)CC4)cc3)nnc12` gave inhibitors of VEEV 8.3%, H1N1 NS1A inhibition 6%, PhoP GFP inhibition -1%, tuberculosis growth 6% and H37Rv inhibition -3%.
Screening CN(C)/C=C(\c1cnc(Cl)s1)S(=O)(=O)c1ccccc1 returned inhibitors of VEEV 2.5%, H1N1 NS1A inhibition -3%, PhoP GFP inhibition -10%, tuberculosis growth 1% and H37Rv inhibition -4%.
For O=C(Cc1ccccc1Cl)N1CCN(c2ccccn2)CC1 the results were inhibitors of VEEV inactive, H1N1 NS1A inhibition -5%, PhoP GFP inhibition -1%, tuberculosis growth -19% and H37Rv inhibition 4%.
For COc1ccc(N(Cc2cc3cc(C)ccc3[nH]c2=O)C(C)=O)cc1 the results were inhibitors of VEEV 1.1%, H1N1 NS1A inhibition 4%, PhoP GFP inhibition -2%, tuberculosis growth -29% and H37Rv inhibition 3%.
`S=C(NCc1ccco1)N1CCN(c2nc(-c3ccc(Cl)cc3)cs2)CC1` gave inhibitors of VEEV 4.8%, H1N1 NS1A inhibition -3%, PhoP GFP inhibition 6%, tuberculosis growth 63% and H37Rv inhibition 4%.
Cn1cccc1CC(=O)NNC(=S)Nc1ccc(Cl)cc1 was read as inhibitors of VEEV 0.3%, H1N1 NS1A inhibition -4%, PhoP GFP inhibition 3%, tuberculosis growth -3% and H37Rv inhibition 7%.
For CCSC1=C(C#N)C(c2ccc(C)s2)CC(=O)N1 (centres undefined) the results were inhibitors of VEEV inactive, H1N1 NS1A inhibition 1%, PhoP GFP inhibition -5%, tuberculosis growth 2% and H37Rv inhibition 4%.
Screening Cc1cccc(NC(=O)C(C)Sc2nc3ccccc3c(=O)n2CCCN2CCOCC2)c1 (centres undefined) returned inhibitors of VEEV 23µM*, H1N1 NS1A inhibition -12%, tuberculosis growth 37% and H37Rv inhibition -4%.
`O=C(CSc1ncccn1)NN=C1CCCCCCC1` gave inhibitors of VEEV 4.4%, H1N1 NS1A inhibition -32%, PhoP GFP inhibition -2%, tuberculosis growth -5% and H37Rv inhibition -5%.
Cc1noc2ncnc(Sc3ccc(Cl)cc3)c12 was read as inhibitors of VEEV inconclusive, H1N1 NS1A inhibition -16%, PhoP GFP inhibition -12%, tuberculosis growth inactive and H37Rv inhibition 83µM*.
For CSCCC(NC(=O)c1cccc(C)c1)C(=O)OCN1C(=O)c2ccccc2C1=O (centres undefined) the results were inhibitors of VEEV 1.1%, H1N1 NS1A inhibition -5%, PhoP GFP inhibition 11%, tuberculosis growth -24% and H37Rv inhibition 0%.
Screening CCc1ccc(-n2c(C)cc(/C=N/NC(=O)OC)c2C)cc1 returned inhibitors of VEEV inactive, H1N1 NS1A inhibition 17%, PhoP GFP inhibition 0%, tuberculosis growth 50% and H37Rv inhibition inconclusive.
`Clc1ccccc1CNc1ncnc2nc[nH]c12` gave inhibitors of VEEV 1.2%, H1N1 NS1A inhibition 3%, PhoP GFP inhibition 6%, tuberculosis growth -8% and H37Rv inhibition -1%.
For COc1cccc(NC(=O)N2CCCC2C(=O)NC(C)C)c1 (centres undefined) the results were inhibitors of VEEV 0.2%, H1N1 NS1A inhibition -1%, PhoP GFP inhibition 3%, tuberculosis growth -4%, H37Rv inhibition -4% and inhibitors of VEEV 10K pilot screen 1.5.
COc1cc(NC(=O)c2ccccc2[N+](=O)[O-])ccc1NC(=O)C(C)C was read as inhibitors of VEEV inactive, H1N1 NS1A inhibition -3%, PhoP GFP inhibition -5%, tuberculosis growth -14% and H37Rv inhibition 7%.
For COc1cc(NC(=O)CN2C(=O)NC(CC(C)C)C2=O)cc(OC)c1OC (centres undefined) the results were inhibitors of VEEV 2.3%, H1N1 NS1A inhibition -7%, tuberculosis growth -6% and H37Rv inhibition -8%.
Screening N#Cc1nc(-c2ccccc2Cl)oc1N1CCCCC1 returned inhibitors of VEEV 3.6%, H1N1 NS1A inhibition 10%, PhoP GFP inhibition -6%, tuberculosis growth 25% and H37Rv inhibition 2%.
`O=C(NCCc1ccc(Cl)cc1)C1CCCN(S(=O)(=O)N2CCCCCC2)C1` (centres undefined) gave inhibitors of VEEV inactive, H1N1 NS1A inhibition 5%, PhoP GFP inhibition 0%, tuberculosis growth 19% and H37Rv inhibition 4%.
`COCCNC(=O)C(=O)NCC1OCCN1S(=O)(=O)c1ccc(C)cc1` (centres undefined) gave inhibitors of VEEV 1.6%, H1N1 NS1A inhibition -3%, PhoP GFP inhibition -6%, tuberculosis growth -11% and H37Rv inhibition -11%.
Screening COc1ccccc1CNS(=O)(=O)c1cc(-c2cc(C)no2)ccc1C(C)C returned inhibitors of VEEV 4.3%, H1N1 NS1A inhibition -4%, PhoP GFP inhibition -39%, tuberculosis growth 18% and H37Rv inhibition 11%.
For O=C(COc1nnc2ccccn12)N1CCN(S(=O)(=O)c2ccccc2)CC1 the results were inhibitors of VEEV 2.1%, H1N1 NS1A inhibition -9%, PhoP GFP inhibition -12%, tuberculosis growth 12% and H37Rv inhibition -1%.
`OCC[C@@H]1C[C@@H](O)[C@H](O)[C@]2(Cc3ccccc3O2)O1` gave inhibitors of VEEV inactive, H1N1 NS1A inhibition -1%, PhoP GFP inhibition -5%, tuberculosis growth -6%, H37Rv inhibition 1% and inhibitors of VEEV 10K pilot screen 0.8.
